TNAP pNPP inh: human TNAP enzyme inhibitors, primary screen, biochemical, colorimetric, p-nitrophenol readout. 21,000 tested, under 10 active. purified TNAP, pNPP hydrolysis, absorbance 405 nm. Alkaline phosphatase, tissue-nonspecific isozyme (Homo sapiens), P05186. inhibition, % at 20 µM. AID 615, 2007;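 note: 0% = DMSO only wells and 100% = 1 mM levamisole wells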
Target sequence (P05186 whole entry, looked up): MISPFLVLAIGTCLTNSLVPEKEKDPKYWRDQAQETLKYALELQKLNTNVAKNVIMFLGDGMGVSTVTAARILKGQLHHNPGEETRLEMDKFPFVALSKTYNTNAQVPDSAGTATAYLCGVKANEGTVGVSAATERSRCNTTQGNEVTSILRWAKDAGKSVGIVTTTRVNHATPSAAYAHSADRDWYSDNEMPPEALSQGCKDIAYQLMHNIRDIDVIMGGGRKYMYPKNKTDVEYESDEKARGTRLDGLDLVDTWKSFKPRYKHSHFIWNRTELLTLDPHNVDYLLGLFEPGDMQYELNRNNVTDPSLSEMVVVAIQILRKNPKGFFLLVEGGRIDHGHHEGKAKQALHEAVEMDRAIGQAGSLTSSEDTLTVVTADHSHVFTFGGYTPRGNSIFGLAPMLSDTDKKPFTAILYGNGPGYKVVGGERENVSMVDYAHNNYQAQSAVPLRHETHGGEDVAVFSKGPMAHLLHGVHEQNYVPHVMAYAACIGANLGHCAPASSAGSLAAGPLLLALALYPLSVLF
TNAP inh Pi: human TNAP enzyme inhibitors, primary screen, biochemical, colorimetric, phosphate release readout; Alkaline phosphatase, tissue-nonspecific isozyme (Homo sapiens), P05186; purified TNAP, pNPP, malachite green phosphate absorbance; inhibition, % at 20 µM; 21,000 tested, under 10 active
The depositor's hits bear a star.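 Rule for the calls: active = inhibition above 50% at the 20 µM single-dose screen; inactive = the rest.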

TNAP pNPP inh,TNAP inh Pi,compound
0,-19,CN(C)CCN(Cc1ccccc1)c1ccccn1
6,11,CC[N+](C)(C)Cc1ccccc1Br
7,10,COCCSc1nnc(NS(=O)(=O)Cc2ccccc2)s1
4,-15,Fc1cc2ncn(Cc3ccccc3)c2cc1F
2,7,OCCN(CCO)c1ncnc2c1sc1nc(N3CCOCC3)c3c(c12)CCCC3
5,5,Cc1cc(C(=O)NCc2cccs2)cs1
-1,5,COc1ccc(C(=O)Nc2nnc(C(F)(F)F)s2)cc1
1,7,CCCCC(=O)Nc1ccc2c(c1)nc(CCN1CCOCC1)n2C
3,6,c1ccc2c(c1)N1CCN=C1N2CCN1CCCCC1
2,8,CN(c1ccc(C(=O)Nc2ccccc2C(F)(F)F)cc1)S(C)(=O)=O
6,12,CCCn1nc(C(=O)Nc2cccc(C(=O)OC)c2)c2ccccc2c1=O
6,-18,CCC(CC)C(=O)Nc1cc(C)cc(C)c1
-1,11,COCc1cc(C)n(CC(=O)NC(C)c2ccccc2)c(=O)c1C#N (centres undefined)
5,14,O=C1c2ccccc2C(=O)N1CCCC(=O)N1CCc2ccccc21
2,5,O/N=C(/CN(O)/C=C1/C=CC=N1)c1cccs1
7,11,Cc1cc(C)cc(N2CC34C=CC(O3)C(C(=O)OCC(=O)NCc3ccco3)C4C2=O)c1 (centres undefined)
2,4,O=C(CN1C(=O)c2ccccc2S1(=O)=O)Nc1ccc(S(=O)(=O)N2CCCC2)cc1
3,9,CCc1ccccc1NC(=O)CSc1nnc(-c2ccco2)n1N
5,8,O=C(Oc1ccccc1)c1cccc2cccnc12
-8,-4,Cc1nc(SCC(=O)c2ccccc2)n[nH]1
-1,7,O=C1C2C3c4ccccc4C(c4ccccc43)C2C(=O)N1Cc1ccco1 (centres undefined)
-5,-2,COCc1cc(=O)[nH]c(/N=C(\N)Nc2ccc(Oc3ccccc3)cc2)n1
3,12,CC1CC(=O)C2=C(C1)Nc1ncnn1C2c1ccccc1 (centres undefined)
-2,9,Cc1cc(C(=O)Nc2c(F)cc(F)cc2Br)c(C)o1
1,10,CCOC(=O)N1CCC(NC(=O)c2cnn3c(C(F)(F)F)cc(-c4cccc(OC)c4)nc23)CC1
2,7,COc1ccccc1-c1nnc2sc(C3CCCCC3)nn12
2,7,CC(=O)Nc1ccc(S(=O)(=O)N(C)c2ccccc2)cc1
-11,-3,Cc1ccc(C)c(S(=O)(=O)N2CCN(CC(=O)NC(=O)NCc3ccccc3)CC2)c1
5,15,COc1cc(C2NC(=O)NC(O)(C(F)(F)F)C2C(=O)c2cccs2)ccc1O (centres undefined)
6,16,O=C(c1ccco1)N1CCN(c2ncnc3scc(-c4cccs4)c23)CC1

Laid out differently: entries from further up
COCCSc1nnc(NS(=O)(=O)Cc2ccccc2)s1
  TNAP pNPP inh: 7 | TNAP inh Pi: 10

Cc1cc(C)cc(N2CC34C=CC(O3)C(C(=O)OCC(=O)NCc3ccco3)C4C2=O)c1 (centres undefined)
  TNAP pNPP inh: 7 | TNAP inh Pi: 11

CC1CC(=O)C2=C(C1)Nc1ncnn1C2c1ccccc1 (centres undefined)
  TNAP pNPP inh: 3 | TNAP inh Pi: 12

CN(C)CCN(Cc1ccccc1)c1ccccn1
  TNAP pNPP inh: 0 | TNAP inh Pi: -19

(list continues)
TNAP pNPP inh,TNAP inh Pi,compound
2,6,Cc1ccc2oc3c(c(=O)c2c1)C(c1cccc(Br)c1)N(Cc1ccco1)C3=O (centres undefined)
7,9,COCCCn1c2nc3ccccc3nc2c2c(=O)n(Cc3ccc(Cl)cc3)c(C)nc21
7,8,OC1CCN(c2ncnc3c2nnn3Cc2c(F)cccc2Cl)CC1
5,6,CCc1nn(CC(=O)O)c(=O)c2ccccc12
-9,2,CCOC(=O)C1CCCN(C(=O)c2cc(-c3ccccc3)on2)C1 (centres undefined)
1,7,CCc1[nH]c(=O)c(C#N)c2c1CSC(C)(C)C2
2,11,COc1cc(C(=O)N(CCc2ccccc2)C2CC3CCC(C2)N3C)cc(OC)c1OC (centres undefined)
-4,-3,COc1ccc(-c2nc(C#N)c(NCC3CCCO3)o2)cc1 (centres undefined)
7,13,Cc1onc(-c2ccccc2Cl)c1C(=O)N1CC(C)OC(C)C1 (centres undefined)
4,-16,COCCCn1c2nc3ccccc3nc2c2c(=O)n(Cc3ccccc3Cl)cnc21
6,9,Cc1cccc(NC(=O)Cn2c(=O)oc3ccccc32)c1
2,6,Cc1ccc(-c2noc(CSc3nnc(-c4ccccc4)n3C)n2)cc1
-5,-5,COC(=O)c1c(NC(=O)CN2CCN(c3ccccc3OC)CC2)c2cc(C)ccc2n1C
-2,4,COc1ccc(-c2nnc3sc(-c4ccccc4OC)nn23)cc1
4,-5,N#Cc1ccc(CSc2ncnc3c2cnn3Cc2ccccc2)cc1

Some of the entries above in a different format:
SMILES | TNAP pNPP inh | TNAP inh Pi
OC1CCN(c2ncnc3c2nnn3Cc2c(F)cccc2Cl)CC1 | 7 | 8
CCc1nn(CC(=O)O)c(=O)c2ccccc12 | 5 | 6
CCOC(=O)C1CCCN(C(=O)c2cc(-c3ccccc3)on2)C1 (centres undefined) | -9 | 2
CCc1[nH]c(=O)c(C#N)c2c1CSC(C)(C)C2 | 1 | 7
COc1cc(C(=O)N(CCc2ccccc2)C2CC3CCC(C2)N3C)cc(OC)c1OC (centres undefined) | 2 | 11
COc1ccc(-c2nc(C#N)c(NCC3CCCO3)o2)cc1 (centres undefined) | -4 | -3
Cc1onc(-c2ccccc2Cl)c1C(=O)N1CC(C)OC(C)C1 (centres undefined) | 7 | 13

Next part.
TNAP pNPP inh,TNAP inh Pi,compound
-5,9,O=C(NCc1ccco1)C(c1cccnc1)N(C(=O)Cn1nnc2ccccc21)c1ccc(F)cc1 (centres undefined)
0,2,CCCCCCn1c(N(CC)CC)nc2c1c(=O)[nH]c(=O)n2C
6,6,Cc1cc(C)n(-c2c(F)c(F)c(CN3CCOCC3)c(F)c2F)n1
7,2,COC(=O)c1ccc(C2/C(=C(\O)c3ccc4c(c3)OCCO4)C(=O)C(=O)N2CCCN(C)C)cc1 (centres undefined)
4,19,COc1cc(C)c(Cl)cc1S(=O)(=O)NCC1CCCO1 (centres undefined)
1,5,COc1ccc(C2CC(C(F)(F)F)n3nc(C(=O)O)c(Cl)c3N2)cc1OC (centres undefined)
3,8,COc1ccc(OCC(=O)Nc2cccc(NC(=O)COc3ccc(OC)cc3)n2)cc1
4,11,CCCCC(=O)NC1=NC(=O)C(C)(C)S1
5,-9,COc1cccc(N2CCN(C(=O)c3ccc(=O)oc3)CC2C)c1 (centres undefined)
9,12,N=c1n(CCN2CCCC2)c2ccccc2n1CC(O)c1ccco1 (centres undefined)
-1,5,CCN1CCN(c2nc3c(C)cccn3c(=O)c2/C=C(\C#N)S(=O)(=O)c2ccccc2)CC1
-4,4,COc1cc(C(=O)Nc2c(-c3ccccn3)c(=O)c3ccccc3n2C)cc(OC)c1OC
5,9,Cc1nonc1OCCn1nnnc1N
0,1,CCn1c(=O)c(C(=O)Nc2ccccc2S(N)(=O)=O)c(O)c2ccccc21
-2,3,O=c1[nH]c2cnccc2n1-c1ccccc1
6,4,O=C(Cc1ccc(-c2ccccc2)cc1)NCCN1CCOCC1
3,2,C/C(N)=C(/C#N)C(=O)COc1ncnc2ccccc12
3,11,O=C(O)CCCN1C(=O)NC2NC(=O)NC21 (centres undefined)
1,7,O=C(O)c1ccc(NCc2cccnc2)cc1
1,10,CC(C)=C(NC(=O)c1ccco1)C(=O)NCCc1nc2ccccc2[nH]1
6,13,c1ccc2oc(SCc3cn4ccsc4n3)nc2c1
3,9,COc1ccccc1CCn1cnc2c3cc(C)ccc3n(C)c2c1=O
6,6,C=CCn1c(N)c(C(=O)NCC2CCCO2)sc1=S (centres undefined)
0,-1,COCCN(CC(=O)NCc1ccc(OC)cc1)C(=O)CCC(=O)Nc1nccs1
1,1,CCOC(=O)c1c(NC(=O)c2nn(CC)cc2Br)sc2c1CCCCC2
-16,-11,COc1ccc(/C(O)=C2/C(=O)C(=O)N(CCN(C)C)C2c2ccccn2)cc1OC (centres undefined)
1,1,CC(C)CSc1nc2c(c(=O)[nH]c(=O)n2C)n1CC(O)COc1cccc2ccccc12 (centres undefined)
3,-22,Cc1ccc(-c2nnn(CC(=O)Nc3cccc4c3CCCC4)n2)o1
4,8,Cc1nc2c(n1O)CCC/C2=N\O
-3,5,COc1ccc(OC)c(NC(=O)CSc2nnc(C)n2Cc2ccccc2)c1
0,6,CC(=O)N(C(C)=O)c1ccc2nc(C)[nH]c(=O)c2c1
3,8,c1ccc2c(c1)CCCN2Cc1nnnn1CC1CCCO1 (centres undefined)
5,10,Cc1nnc(SCc2cc(=O)[nH]c(N3CCN(Cc4ccccc4)CC3)n2)s1
2,7,CCOc1ccccc1N1CCN(C(=O)c2cc(C)oc2C)CC1
6,19,CC(Sc1nncs1)C(=O)NCc1ccc2c(c1)OCO2 (centres undefined)
6,10,C(=N\n1cnnc1)/c1cccnc1
4,8,O=S(=O)(Nc1cccc2ccccc12)N1CCCC1
6,6,Cc1cc(C(=O)NCc2cc(C(=O)O)oc2C)c(C)o1
-1,-18,Cc1cc(C)c(C#N)c(SCc2[nH]nc3c2C(c2ccccc2)C(C#N)=C(N)O3)n1 (centres undefined)
5,20,COc1ccc(CCN(Cc2nc3ccccc3c(=O)[nH]2)C(=O)c2ccco2)cc1OC
9,10,O=C(c1ccc(Cl)cc1)N1CCC(c2nc(-c3cccs3)no2)CC1
0,0,O=CNC(=O)c1ccccc1C(=O)O
5,8,COc1ccc(CCn2c(N3CCN(C)CC3)nc3c2c(=O)[nH]c(=O)n3C)cc1
6,12,CN(C)c1oc(-c2ccco2)nc1C#N
0,0,Cc1ccc(S(=O)(=O)NCCSc2nnc(N)s2)cc1

In a second layout: results already given.
| molecule | TNAP pNPP inh | TNAP inh Pi |
| --- | --- | --- |
| Cc1cc(C(=O)NCc2cc(C(=O)O)oc2C)c(C)o1 | 6 | 6 |
| Cc1cc(C)c(C#N)c(SCc2[nH]nc3c2C(c2ccccc2)C(C#N)=C(N)O3)n1 (centres undefined) | -1 | -18 |
| COc1ccc(CCN(Cc2nc3ccccc3c(=O)[nH]2)C(=O)c2ccco2)cc1OC | 5 | 20 |

The listing continues:
TNAP pNPP inh,TNAP inh Pi,compound
4,8,COC(=O)Nc1nc2ccc(C(=O)c3ccccc3)cc2[nH]1
-10,-13,O=C(NCCN1CCOCC1)c1cc2n(n1)C(C(F)(F)F)CC(c1ccc(F)cc1)N2 (centres undefined)
-9,-1,COC(=O)c1ccc(C)c(NC(=O)Cc2coc3cc(OC)ccc23)c1
0,7,COCCn1c(N2CCN(c3ccc(OC)cc3)CC2)nc2c1c(=O)[nH]c(=O)n2C
3,13,CO/C=C/C#CC1(O)CCN(C)CC1
3,9,COC(=O)c1ccccc1NC(=O)C1COc2ccccc2O1 (centres undefined)
4,9,COCC(C)Nc1ncnc2c1cnn2-c1ccc(Cl)cc1 (centres undefined)
-1,-3,COC(=O)Nc1c(-c2ccccc2)nc2ccccn12
-11,-2,COc1ccc(NC(=O)CSc2ncn(-c3ccccc3)n2)cc1Cl
5,8,c1ccc(CNn2nnnc2-c2ccccc2)cc1
10,15,COc1ccc(OCCSc2nnc3sc4ccccc4n23)cc1
1,8,Cc1cccc2nc(CSc3nnnn3-c3ccccc3)cn12
11,-9,O=C(Nc1c(F)c(F)c(F)c(F)c1F)NC1CCCCC1
3,10,Cc1c(Cl)ccc2c1NC(=O)C21NC(CCC(N)=O)[C@H]2C(=O)N(c3ccc(Cl)cc3)C(=O)[C@H]21 (some centres undefined)
4,5,Cn1c(N)c(C#N)c(C#N)c1-c1ccccc1
5,12,CC(C)c1[nH]nc2c1C(c1cccnc1)C(C#N)=C(N)O2 (centres undefined)
4,9,CC(C)n1c(N2CCN(C(=O)N3CCCCC3)CC2)nc2ccccc21
2,-5,c1ccc(Cc2nnc3n2CCCCC3)cc1
-5,-2,COc1ccc(-c2nnn(CC(=O)OC3CCCCC3)n2)cc1OC
3,9,CN(C)c1cccc(C(=O)Nc2cccc(F)c2)c1
1,8,COc1cc(OC)cc(C(=O)NCc2cccnc2)c1
3,-11,CC(=O)c1cc2c(cc1NS(=O)(=O)c1ccc3c(c1)OCCO3)OCO2
0,4,c1cncc(-c2nc3cc(Cc4ccc5oc(-c6cccnc6)nc5c4)ccc3o2)c1
1,2,Cc1cc(N2C(=O)C(=O)/C(=C(/O)c3ccccc3)C2c2cccc(Br)c2)no1 (centres undefined)
-4,0,O=C(CN(Cc1ccco1)C(=O)CCC(=O)Nc1ccccn1)NCCc1ccccc1
3,6,CCc1c(O)nc(SCC(=O)Nc2ccccc2)n(-c2ccccc2)c1=O
0,1,c1cncc(-c2nc(-c3ccco3)cs2)c1
-6,-2,O=C(Cn1nnc(-c2ccccc2)n1)c1ccccc1
2,5,Cc1ncsc1CCSc1n[nH]c(=O)n1-c1ccccc1
1,8,CN1CCN(c2nc3c(c(=O)[nH]c(=O)n3C)n2CCCSc2ncccn2)CC1
5,8,Cc1cc(C(C)(C)C)oc1C(=O)N1CCN(C(=O)c2oc(C(C)(C)C)cc2C)CC1
3,10,CC(C)C(c1nnnn1Cc1ccccc1)N1CCC(C(N)=O)CC1 (centres undefined)
6,14,CC(OC(=O)c1cccs1)C(=O)NCc1cccs1 (centres undefined)
0,7,COc1cc(NC(=O)c2cc3sccc3n2C)cc(OC)c1
3,0,CCC(C)[C@H](N)c1nnc(SCc2cccc(F)c2)o1 (some centres undefined)
0,7,O=C(Nc1ccccc1C(=O)N1CCCCC1)C1CCCCC1
1,6,CCOC(=O)N1CCC(N2CCN(S(=O)(=O)CC)CC2)CC1
-5,-5,O=C(c1ccc(Br)cc1)C1CCc2occc2C1=O (centres undefined)
-12,-10,Cc1ccc(S(=O)(=O)N[C@H](C(=O)N2CCC(C(=O)NCC(=O)O)CC2)C(C)C)cc1
3,8,COC(=O)c1ccccc1NC(=O)NCc1ccco1
1,8,Cc1c(C(=O)N2CCOCC2)sc(NC(=O)c2ccc3c(c2)OCO3)c1C#N

Some of the compounds tested; count on the stated rates, not on these rows.
